GPR55 activation: GPR55 agonists via beta-arrestin recruitment, primary screen, imaging, U2OS cells, beta-arrestin-GFP redistribution (AID 1961) | 290,000 compounds, 0.048% hits | activation, % at 10 µM; hits with a dose series show EC50 in µM | U2OS GPR55 beta-arrestin-GFP redistribution imaging; higher % means a stronger effect;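 active = activation above 40% with more than 50 cells counted in the well; inconclusive = wells holding fewer than 50 cells, flagged as toxic or sparse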;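 note: U2OS osteosarcoma cells stably expressing GPR55 and beta-arrestin-GFP; plate controls were DMSO negative control for no effect and LPI positive control for full effect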
NTR1 ag: NTR1-driven beta-arrestin-GFP spot formation – imaging, U2OS cells, high content, primary screen (AID 493036); P30989; agonist mode; 330,000 compounds, 0.17% hits; activation, % at 20 µM;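 active = activation at or above 40% of the spot to cytoplasm intensity ratio, with at least 20 cells analyzed; inconclusive = wells under 20 cells, flagged as cytotoxic or low count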;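 note: 0% = DMSO without peptide and 100% = 100 nM NTR1 peptide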
Target sequence (P30989 whole entry, looked up): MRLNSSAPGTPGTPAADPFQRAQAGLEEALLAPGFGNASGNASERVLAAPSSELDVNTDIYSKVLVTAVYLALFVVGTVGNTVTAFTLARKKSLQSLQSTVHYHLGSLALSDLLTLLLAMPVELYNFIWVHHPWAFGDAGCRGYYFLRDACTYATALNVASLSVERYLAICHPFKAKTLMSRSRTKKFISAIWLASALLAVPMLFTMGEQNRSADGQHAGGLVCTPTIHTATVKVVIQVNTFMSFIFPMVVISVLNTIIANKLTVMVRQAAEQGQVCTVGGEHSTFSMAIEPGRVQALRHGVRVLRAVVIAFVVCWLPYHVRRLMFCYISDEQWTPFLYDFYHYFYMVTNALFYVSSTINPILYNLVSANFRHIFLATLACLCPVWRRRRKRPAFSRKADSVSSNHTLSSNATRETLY
GPR35 antagonists: inhibition of zaprinast-stimulated GPR35 beta-arrestin translocation – imaging, U2OS, beta-arrestin-GFP, zaprinast agonist, primary screen (AID 2058); U2OS GPR35 beta-arrestin-GFP translocation imaging, zaprinast antagonism; higher % means a stronger effect; inhibition, % at 10 µM, or IC50 in µM where a hit was titrated; 290,000 compounds, 0.052% hits;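 active = inhibition of at least 50% with at least 30 cells and total cytoplasm GFP at most 10,000,000; inconclusive = under 30 cells or total GFP of 10,000,000 plus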
MgcRacGAP inhibition: MgcRacGAP GTPase-activating activity inhibitors, confirmation, biochemical, ADP Hunter fluorescence | MgcRacGAP-stimulated Rac1 GTP hydrolysis, ADP Hunter fluorescence; higher % means a stronger effect; GST-tagged Rac1 F28L mutant substrate | inhibition, % at 30 µM; hits with a dose series show IC50 in µM | AID 624330 | 340,000 compounds, 0.6% hits;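 active = first-screen hits whose inhibition reached a set limit at any dose in the follow-up dose series; inconclusive = inhibition above the set first-screen limit but never retested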;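 note: fluorescence reports GDP produced by GAP-driven GTP hydrolysis; strong numbers were not always called active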
GPR55 antagonists: GPR55 antagonists blocking LPI-driven arrestin recruitment, primary screen, imaging, U2OS, beta-arrestin-GFP, LPI agonist (AID 2013) | inhibition, % at 10 µM, or IC50 in µM where a hit was titrated | U2OS GPR55 beta-arrestin-GFP translocation imaging, LPI antagonism; higher % means a stronger effect | 290,000 compounds, 0.13% hits;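 active = spots per cell inhibited over 60%, with over 100 cells counted and total cytoplasm intensity under 500,000; inconclusive = wells with under 100 cells, flagged as likely toxic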;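 note: U2OS cells stably carrying GPR55 and arrestin-GFP stimulated by 5 µM LPI near EC80; imaged beta-arrestin-GFP aggregate spots per cell after agonist stimulation; plate controls were LPI-stimulated DMSO wells for no effect and DMSO wells without LPI for full effect; some results filed as inactive read as strong as hits; confirmed hits need IC50 under 10 µM and bright autofluorescent wells are also inconclusive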
Dengue-2 NS5 capping: Dengue-2 NS5 methyltransferase inhibitors, primary screen, biochemical, confirmation dose response (AID 588689); 340,000 compounds, 0.3% hits; Dengue-2 NS5 methyltransferase capping enzyme assay, biochemical; higher % means a stronger effect; inhibition, % at 25 µM; hits with a dose series show IC50 in µM; in the data active = a potency from the dose series; inconclusive = inhibition above about 29% without an active follow-up result
Yfh1-off respiration: mitochondrial function rescue without frataxin homolog – Friedreich's ataxia, plus single-dose screen, dose response (AID 1465); 220,000 compounds, 0.074% hits; fold induction at 50 µM; hits with a dose series show EC50 in µM; S. cerevisiae Yfh1-off respiration, WST-1 reduction, 72 h; higher fold induction means a stronger effect;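 active = fold induction of absorbance versus untreated yeast above a set limit, then at least 30% activation at any dose in follow-up; inconclusive = repeats straddling the limit, or above it without dose testing; inactive = fold induction below the set limit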;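 note: activators that raise dye reduction in frataxin-depleted yeast; strong numbers were not always called active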
AID2073: disruptors of CaV2.2 binding to Mint1 – biochemical, HTRF (AID 2073); 290,000 compounds, 0.19% hits; HTRF protein-protein interaction, Mint1-CaV2.2; higher % means a stronger effect; one-dose inhibition, % at 20 µM; IC50 in µM for titrated hits; in the data active = inhibition mostly above about 51%, no sharp cut-off; inconclusive = no clear call, values can overlap the other calls; inactive = mostly below about 53%; note: some results filed as inactive read as strong as hits
SV40 large T antigen: SV40 large T antigen inhibitors, biochemical (AID 1903) | SV40 large T antigen ATPase/helicase inhibition assay; higher % means a stronger effect | one-dose inhibition, % at 20 µM; IC50 in µM for titrated hits | 310,000 compounds, 0.39% hits; in the data active = a potency from the dose series; inconclusive = inhibition mostly from about 32% at the one dose, without a potency; inactive = the rest, 99 in 100 with inhibition below about 32%; note: strong numbers were not always called active
NTR1 ag cell count 20 µM: second read-out of NTR1 ag, no call of its own (marks repeat the call); cell count; measured here: cell count, cytotoxicity flag
Dengue-2 NS5 capping pilot replicate: second read-out of Dengue-2 NS5 capping, no call of its own (marks repeat the call); inhibition, %; measured here: pilot screen replicate inhibition
Starred values were filed as active, the others as inactive; i = inactive; ? = inconclusive; . = not tested or not shown. The order is random; any-hit rate near 1.7%.

SMILES | GPR55 activation | NTR1 ag | NTR1 ag cell count 20 µM | GPR35 antagonists | MgcRacGAP inhibition | GPR55 antagonists | Dengue-2 NS5 capping | Yfh1-off respiration | AID2073 | SV40 large T antigen | others
O=C(C1CC(=O)N(c2ccc(Br)cc2)C1)N1CCCC1 (stereo unspecified) | -0.2% | 3.1 | 60 | -3% | 5% | 4% | -3% | . | 4% | 15%
COC(=O)CCC(=O)OC1(C)C(=O)C2=CN(Cc3ccccc3)C(c3ccc(OC)cc3)=CC2=C(Br)C1=O (stereo unspecified) | . | -4.5 | 96 | . | 3% | . | 39µM* | i | . | 19%
C=CCN(CC=C)CCOc1cc(C)ccc1[N+](=O)[O-] | -0.8% | -1.7 | 79 | 2% | 17% | 14% | -7% | i | -4% | 12%
O=C(O)c1cc2nc(C3CC3)cc(C(F)(F)F)n2n1 | -0.2% | 0.9 | 53 | 3% | 0% | -6% | -2% | i | 5% | 2%
O=C(CNCC1CCCO1)Nc1ccccc1N1CCCCCC1 (stereo unspecified) | -0.1% | -0.5 | 115 | -3% | 15% | 12% | -5% | i | -2% | 10%
O=C(NCCc1nc2ccccc2[nH]1)Nc1ccccc1 | -0.2% | -1.4 | 50 | 2% | 8% | 4% | -4% | i | -4% | 18%
Cn1c(=O)[nH]c(=O)c2[nH]c(CN3CCN(C(=O)c4ccco4)CC3)nc21 | 0.0% | -0.4 | 99 | 13% | 3% | 0% | -5% | i | -2% | 0%
O=C(O)CSc1nnnn1-c1ccc2c(c1)OCCO2 | 0.5% | 0.5 | 80 | -5% | 1% | 3% | 4% | i | 2% | 2%
CC(C)OP(=O)(OC(C)C)C(O)c1ccc(N(C)C)cc1 (stereo unspecified) | -0.1% | 1.1 | 57 | -4% | 0% | 8% | -2% | i | ? | 14%
CCCCCCCN1CCC(=O)N(CCO)CC1 | 0.0% | -2.4 | 93 | -4% | 11% | 3% | -3% | . | 3% | 11%
O=C(O)[C@@H]1CCCN1c1ncnc2sc3c(c12)CCC3 | -0.2% | -0.3 | 60 | 5% | 9% | 10% | -1% | i | 2% | 5%
CCCNC(=S)NNC(=O)c1cccs1 | -0.2% | 2.3 | 54 | -4% | 3% | 1% | -5% | i | -9% | 15%
O=C(CCn1c(=O)[nH]c2ccsc2c1=O)NCc1ccc(F)cc1 | 0.0% | 0.3 | 47 | -5% | 11% | 10% | 1% | i | ? | 12%
O=C(N/N=C/c1ccc(OCc2ccccc2)cc1)c1ccco1 | -0.1% | 1.5 | 39 | 0% | 11% | 1% | -8% | i | 5% | 7%
COCCCNC(=O)c1c(N)n(-c2ccccc2)c2nc3ccccc3nc12 | -0.2% | 3.0 | 40 | -1% | . | -2% | . | i | 39% | 12%
Cc1c(NC(=O)c2ccc(Cl)c(S(=O)(=O)N3CCCCC3)c2)c(=O)n(-c2ccccc2)n1C | -0.1% | -0.1 | 65 | -5% | 1% | 2% | 1% | . | 8% | 7%
Cc1ccc(NC(=O)C(C)NC(=O)OCc2ccccc2)cc1C (stereo unspecified) | 0.2% | -0.1 | 56 | 0% | 10% | -5% | -9% | i | 31% | 1%
O=C(Cc1ccccc1Cl)N1CCOCC1 | -0.1% | 1.4 | 54 | -1% | 2% | 5% | -7% | . | 3% | 13%
COc1ccc(NC(=O)[C@@H](NC(=O)c2ccccc2F)C(C)C)cc1S(=O)(=O)N1CCOCC1 | 2.3% | 1.9 | 74 | 2% | -1% | 2% | -1% | i | -1% | 5%
COCCCN1C(=O)c2ccc(C(=O)OCC(=O)N(C)c3ccccc3)cc2C1=O | 0.1% | -0.4 | 37 | -9% | . | 1% | . | i | -12% | 11%
Cc1cccc(Cn2c(C)c(C)c3cc(C(=O)NCCN4CCOCC4)ccc32)c1 | -0.2% | -0.7 | 53 | 4% | -27% | -7% | 3% | . | 16% | 6%
Cc1ccc2[nH]c(CNC(=O)C3CCCCC3)cc2c1 | 0.0% | -0.6 | 61 | -6% | 3% | 0% | -7% | . | -1% | 0%
O=C(Nc1ccc(Cl)cc1Cl)C1CCC(=O)N1Cc1ccccc1Cl (stereo unspecified) | 0.2% | -0.4 | 51 | 16% | 6% | 4% | -5% | i | -6% | 11%
Cc1ccc2cc(C#N)c(N3CCN(C(=O)c4cccs4)CC3)nc2c1 | -0.2% | 8.1 | 56 | 3% | 6% | -12% | -5% | . | 5% | 3%
c1ccc(-n2nnnc2OCCOc2nnnn2-c2ccccc2)cc1 | -0.1% | 0.2 | 42 | -8% | 8% | 4% | -3% | i | -1% | 6%
O=C(COc1ccc2c(-c3ccccc3)cc(=O)oc2c1)Nc1cccnc1 | -0.2% | 2.2 | 55 | 5% | 6% | 2% | 2% | . | 9% | 7%
CCOC(=O)c1c(C)oc2c1c1c(c3ccccc32)OCN(Cc2cccnc2)C1 | 0.2% | . | . | -3% | 2% | -22% | 22% | i | 32% | 8%
CCC(Sc1nc2ccccc2s1)C(=O)Nc1cc(C)on1 (stereo unspecified) | 0.2% | -0.5 | 71 | 14% | 14% | 5% | 2% | i | 1% | 13%
O=S(=O)(/N=C(/Nc1ccccn1)c1ccccc1)c1ccc(Cl)cc1 | 0.0% | 1.5 | 77 | -9% | -3% | . | -1% | i | -3% | 15%
Cc1ccc(NC(=O)c2cccc(S(=O)(=O)N(C)c3ccccc3)c2)cc1S(=O)(=O)N1CCOCC1 | 0.5% | 3.5 | 50 | 4% | 7% | 16% | -3% | i | 23% | 7%
O=C(NCc1ccccc1)c1cc[n+]([O-])cc1 | 1.2% | -0.8 | 91 | 12% | 4% | 5% | -5% | . | 5% | 11%
COc1cc(Cc2ccc(N)c(OC)c2)ccc1N | -0.2% | 1.3 | 46 | 4% | ? | 2% | 4% | i | -3% | ?
COc1ccc(CNc2nc3ccccc3n2CCN2CCOCC2)cc1 | -0.4% | -1.0 | 53 | -9% | 3% | 10% | -5% | i | -5% | 5%
COc1ccc(S(=O)(=O)/N=C2/C=CC(=O)C(C)=C2C)cc1 | -1.8% | -1.3 | 86 | 10% | 4% | 14% | 9% | i | -102% | 6% | Dengue-2 NS5 capping pilot replicate=-2.4
O=c1c(C/C=C/c2ccccc2)c(O)ccn1Cc1cccc(Cl)c1 | -0.2% | -0.2 | 31 | -10% | 5% | 0% | 1% | i | 1% | 23%
O=C1CC(c2ccc(S(=O)(=O)NCCOc3ccccc3)cc2)CN1 (stereo unspecified) | -0.2% | -1.0 | 55 | 9% | 3% | -4% | -5% | i | 3% | 3%
Cc1nc(Cl)c(C(=O)NC(C)(C)C)c(C)c1Cl | -0.2% | 1.8 | 62 | -8% | 1% | 2% | 0% | i | 9% | 6%
O=C(Cc1ccc(F)cc1)N1CCC(CC2CC(c3cccc(Br)c3)=NO2)(C(=O)NCC2CCCCC2)CC1 (stereo unspecified) | -0.1% | 1.9 | 91 | 2% | 3% | 0% | 1% | . | -1% | 22%
COc1cccc(-c2cc(=O)[nH][nH]2)c1 | -1.2% | 0.6 | 83 | -15% | 5% | -23% | -7% | i | 6% | 24%
Nc1[nH][nH]c(=O)c1N=Nc1ccc2c(c1)OCO2 | -0.1% | -2.0 | 96 | -2% | 20% | -20% | . | i | -12% | 21%
Cc1cn(-c2cc(NC(=O)c3ccc(C)c(NC(=O)c4cccc(-c5cn[nH]c(=O)c5)c4)c3)cc(C(F)(F)F)c2)cn1 | -0.3% | 5.1 | 88 | 1% | 10% | -7% | -7% | . | 30% | ?
Cc1cc[n+](-c2[nH]c(=O)sc2/C=N/NC([S-])=Nc2ccccc2)cc1C | -0.2% | 0.9 | 52 | -10% | 15% | -1% | ? | i | -12% | ?
CCN1CCCC1CNC(=O)c1cc2c(=O)n(C)c3ccccc3c2n1C (stereo unspecified) | -0.3% | 8.4 | 45 | -11% | 21% | 7% | -4% | i | 8% | 3%
Cc1cc2nc(/C(C#N)=C\c3ccc(-c4ccccc4C(=O)O)o3)[nH]c2cc1C | -0.2% | 0.2 | 59 | 4% | 11% | -14% | -2% | . | 35% | 16%
COc1ccccc1OCC(=O)OCC(=O)Nc1ncc(Cl)cc1Cl | 0.0% | 0.0 | 34 | 12% | 6% | 5% | 5% | i | -2% | 14%
CCOC(=O)C1=C(C)N(c2ccc(C)cc2)C(=O)/C1=C\c1cccs1 | -0.1% | 3.0 | 105 | 8% | 4% | 12% | 4% | i | -4% | -6%
O=C(/C=C/c1cccs1)N1CCc2ccccc21 | 0.9% | 1.1 | 59 | 14% | 3% | 21% | -7% | i | -1% | 2%
Nc1cc(N)nc(SCC(=O)Nc2ccccc2N2CCOCC2)n1 | 0.0% | -0.5 | 50 | -5% | 16% | -3% | -6% | i | 3% | 11%
Cc1ccc(NC(=O)CN2C(=O)NC3(CCc4ccccc43)C2=O)cc1S(=O)(=O)N1CCCCC1 (stereo unspecified) | . | 0.2 | 49 | . | 10% | . | 9% | . | . | 14%
COC(=O)c1cn(Cc2cc(OC)ccc2OC)cc(F)c1=O | -0.1% | -0.9 | 94 | -5% | 6% | -8% | -9% | . | 3% | 21%
CCS(=O)(=O)NCc1csc(-c2ccccc2)n1 | -0.1% | 0.9 | 69 | -8% | 7% | 3% | 0% | i | -5% | 3%
Cc1ccc(N(C(=O)Cn2nnc(-c3ccc(F)cc3)n2)C(C(=O)NC(C)(C)C)c2ccncc2)cc1 (stereo unspecified) | -0.1% | 1.5 | 84 | 24% | 8% | -6% | -4% | i | -25% | 6%
Cc1cccc(-n2nnc(C(=O)NCc3ccccc3Cl)c2N)c1 | -0.3% | 2.2 | 48 | 0% | -2% | 1% | -1% | i | 6% | 13%
COc1ccc(C(=O)N/N=C(\C)CC(=O)NC2CCCCC2)c(OC)c1 | -0.1% | 1.4 | 64 | 14% | 0% | -1% | -4% | . | 11% | 12%
CCN(CCn1cccn1)C(=O)CCc1nnc(-c2ccc3c(c2)OCO3)o1 | 0.0% | 1.2 | 91 | 16% | 8% | 9% | -3% | i | 10% | 11%

Screens: PubChem, several laboratories
